Tb PGK inh: qHTS Assay to Find Inhibitors of Phosphoglycerate Kinase; 0.043% of 380,000 active; Potency, µM (highest dose often 57.5 µM), inactives show at the highest dose activity change, negative = inhibition, actives largely listed as inhibitors; PGK/GAPDH coupled, Kinase-Glo luminescence, 60 min; Phosphoglycerate kinase, glycosomal (Trypanosoma brucei brucei), P07378; further: on the % scale 0 is the no-effect control and ±100 the full control effect; nearly all actives have a fitted effect of over 60% in size
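Recombinant glycosomal PGK reaction used 1,3-bisphosphoglycerate generated in-well by GAPDH (100nM final) in 100mM TEA pH 7.6, 5mM MgCl2, 0.01% Tween-20. After 60 minutes at room temperature, ATP was read by Kinase-Glo Plus luminescence end-point.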
GLS inh: qHTS for Inhibitors of Glutaminase (GLS). 0.21% of 410,000 active. Glutaminase kidney isoform, mitochondrial (Homo sapiens), O94925. Potency, µM (doses to about 45.5 µM), for inactives: at the highest dose activity change, negative = inhibition, hits mostly inhibitors. GLS enzymatic activity, qHTS titration. AID 624170, 2012; further: on the % scale 0 is the no-effect control and ±100 the full control effect
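hKGA in 45 mM KH2PO4 pH 8.2, 0.02% Tween-20 with pin-transferred compounds; 1 mM L-glutamine (stock) plus glutamate oxidase/HRP/Amplex Red coupling added. Fluorescence read initially and after 30 min at RT.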
Pin1 inh: qHTS Assay to Find Inhibitors of Pin1. Peptidyl-prolyl cis-trans isomerase NIMA-interacting 1 (Homo sapiens), Q13526. Pin1 FP peptide displacement, HiFluor488, 10 min. Potency, µM (highest dose often 115 µM), without a hit: top-dose activity, negative = inhibition, usual class: inhibitors. 0.009% of 390,000 active; active means well fitted inhibition curve with a large enough effect in the polarisation, with a control signal flat, not every such curve was filed as active; inconclusive means small, poorly fitted or top-dose-only effect, or effect the other way, or a change in a side signal; inactive means no such curve, though single readings can be large or run the other way; the % refers to the polarisation; further: on the % scale 0 is the no-effect control and ±100 the full control effect
Target sequence (Q13526 whole entry, looked up): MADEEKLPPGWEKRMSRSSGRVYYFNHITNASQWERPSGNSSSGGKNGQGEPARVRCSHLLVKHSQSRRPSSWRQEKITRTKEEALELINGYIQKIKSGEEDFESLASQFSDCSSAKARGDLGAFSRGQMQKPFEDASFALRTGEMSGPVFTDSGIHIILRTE
JMJD2A Tudor inh: qHTS Assay for Inhibitors of JMJD2A-Tudor Domain; AlphaScreen JMJD2A-Tudor / H3K4me3 peptide binding; Potency, µM (series often up to 114 µM), inactives show at the highest dose activity change, negative = inhibition, most hits filed as inhibitors; Lysine-specific demethylase 4A (Homo sapiens), O75164; 4.4% of 390,000 active; further: on the % scale 0 is the no-effect control and ±100 the full control effect; nearly all actives have a fitted effect of over 50% in size
ERG Ets-DNA blk: qHTS for Small Molecule Inhibitors of the ERG Ets/DNA interaction | fluorescence polarization, His-ERG Ets domain / labelled DNA | 0.028% of 370,000 active | AID 624246, 2012 | Potency, µM (top dose mostly 76.9 µM), without a hit: top-dose FP activity, negative = inhibition, most hits filed as inhibitors | Transcriptional regulator ERG (Homo sapiens), P11308; active means well fitted inhibition curve with a large enough effect in the polarisation, with a control signal flat; inconclusive means small, poorly fitted or top-dose-only effect, or effect the other way, or a change in a side signal; inactive means no such curve, though single readings can be large or run the other way; the % refers to the polarisation;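 further: polarization taken with two DNA probes labelled with fluorescein and Texas red; % of control where 0% means no effect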
Target sequence (P11308 whole entry, looked up, the tested form may be a part): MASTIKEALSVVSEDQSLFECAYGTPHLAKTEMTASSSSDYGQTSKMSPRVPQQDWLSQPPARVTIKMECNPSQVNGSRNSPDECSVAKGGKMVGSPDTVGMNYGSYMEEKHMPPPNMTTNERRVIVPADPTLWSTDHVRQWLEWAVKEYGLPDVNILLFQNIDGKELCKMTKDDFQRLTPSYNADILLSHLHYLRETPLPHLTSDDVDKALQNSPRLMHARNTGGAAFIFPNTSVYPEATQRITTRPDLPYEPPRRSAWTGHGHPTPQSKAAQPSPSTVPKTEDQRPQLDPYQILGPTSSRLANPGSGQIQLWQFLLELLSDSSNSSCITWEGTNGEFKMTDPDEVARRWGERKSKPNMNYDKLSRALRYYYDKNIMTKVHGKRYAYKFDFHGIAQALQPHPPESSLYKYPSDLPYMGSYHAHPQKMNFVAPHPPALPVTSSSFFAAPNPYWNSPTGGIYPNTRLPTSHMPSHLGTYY
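His-tagged ERG Ets domain (1 uM in the protein solution; 300mM KCl, 50mM Tris-HCl, 1mM EDTA, 1mM DTT, pH 7.5) received compound, then a probe mix of 5 nM fluorescein-DNA and 100nM Texas-615-DNA. Fluorescence polarization was read for both dyes.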
12-LOX inh: Primary qHTS assay for inhibitors of human arachidonate 12S-lipoxygenase (ALOX12): Round 2. AID 1671190, 2021. 1.1% of 580,000 active. purified 12hLO, xylenol orange hydroperoxide absorbance. Potency, µM (top dose mostly 108 µM), for inactives: at the top dose activity change, negative = inhibition, usual class: inhibitors; further: on the % scale 0 is the no-effect control and ±100 the full control effect
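Hydroperoxide product was detected by ferrous iron/xylenol orange as the 573 to 405 nm absorbance ratio. Arachidonic acid at 40 uM (final) was turned over for 30 min at room temperature by 150 nM human 12hLO, pH 7.0 Hepes buffer, after 15 min compound preincubation.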
rTrxR1 inhibitor: qHTS Assay for Inhibitors of Mammalian Selenoprotein Thioredoxin Reductase 1 (TrxR1): qHTS. recombinant rTrxR1, NADPH fluorescence consumption, selenite substrate. Potency, µM (highest dose often 114 µM), without a hit: at the top dose activity change, negative = inhibition, usual class: inhibitors. 1% of 390,000 active. AID 588453, 2011; further: on the % scale 0 is the no-effect control and ±100 the full control effect; nearly all actives have a fitted effect of over 65% in size
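Rat TrxR1 (90 nM in the dispensed reagent) was pre-reduced with 400 uM NADPH for 5 min at room temperature, then incubated with compound for 15 min. After 400 uM selenite was added, NADPH fluorescence (Ex 340/Em 450 nm) was followed for 8 min.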
HP1b binding inh: HTS for Inhibitors of HP1-beta Chromodomain Interactions with Methylated Histone Tails | 0.56% of 390,000 active | Chromobox protein homolog 1 (Homo sapiens), P83916 | Potency, µM (doses to about 114 µM), inactives show top-dose activity change, negative = inhibition, hits mostly inhibitors | AlphaScreen HP1-beta / biotin-H3K9me3 peptide binding; further: nearly all actives have a fitted effect of over 70% in size; inactives centre near 23
Target sequence (P83916 whole entry, looked up): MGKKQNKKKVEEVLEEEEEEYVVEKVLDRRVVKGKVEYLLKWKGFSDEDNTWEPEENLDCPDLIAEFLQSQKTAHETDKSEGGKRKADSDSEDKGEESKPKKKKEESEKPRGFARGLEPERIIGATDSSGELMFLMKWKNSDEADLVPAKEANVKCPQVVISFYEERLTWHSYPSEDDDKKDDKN
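AlphaScreen: HP1-beta (50 nM) preformed 30 min with biotin-H3(1-18)K9me3 peptide (50 nM) in PBS pH 7.4, 0.01% Tween-20. Compound added for 30 min at RT, then streptavidin donor/nickel chelate acceptor beads (10 ug/mL) for 30 min.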
RGS4 inhibitor: Inhibitors of Regulator of G Protein Signaling (RGS) 4: qHTS. Regulator of G-protein signaling 4 (Homo sapiens), P49798. Transcreener GDP fluorescence polarization, RGS4-accelerated GTP hydrolysis. Potency, µM (titrated, usually from 114 µM), inactives show at the top dose activity change, negative = inhibition, actives largely listed as inhibitors. 0.039% of 390,000 active. AID 504845, 2011; further: on the % scale 0 is the no-effect control and ±100 the full control effect; nearly all actives have a fitted effect of over 75% in size; some results filed as inactive show a strong effect at the top dose
Target sequence (P49798 whole entry, looked up): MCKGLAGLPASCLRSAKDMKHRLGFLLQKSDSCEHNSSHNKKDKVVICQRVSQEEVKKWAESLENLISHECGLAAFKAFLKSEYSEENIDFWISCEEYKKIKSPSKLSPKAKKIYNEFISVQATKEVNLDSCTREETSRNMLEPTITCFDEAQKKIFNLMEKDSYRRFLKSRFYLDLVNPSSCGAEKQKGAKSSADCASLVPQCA
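MLSMR compounds (23 nl, pin-transferred) preincubated 10 min at room temperature with a 500nM (2x) first reagent, then RGS4 at 900nM (2x) plus Transcreener GDP mix added; fluorescence polarization (620/688 nm) read before and after 90 min at 30 °C.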
An asterisk follows results filed as active; i = inactive; ? = inconclusive; . = not tested or not shown; [ ] = dose if it differs, or a comment. Unless noted, the call rests on the fitted dose curve; in most records, active means well fitted curve in the direction sought with a large enough effect; inconclusive means small, poorly fitted or top-dose-only effect, or another doubt; inactive means no such curve, though single readings can be large; an effect the other way counts as inactive or inconclusive. Potency means the concentration at half of the fitted maximal effect. Only part of the results is shown. The share of hits here may be higher or lower than overall.

SMILES	Tb PGK inh	GLS inh	Pin1 inh	JMJD2A Tudor inh	ERG Ets-DNA blk	12-LOX inh	rTrxR1 inhibitor	HP1b binding inh	RGS4 inhibitor
CCOC(=O)/C=c1\s/c(=C\c2ccc3c(c2)OCCO3)c(=O)n1CC(=O)NCC1CCCO1 (stereo unspecified)	i	8.4%	?	-15.2%	9.6%	-20.8%	-4.0%	25.9%	-40.6%
COc1cc(C(=O)Nc2cc(C(F)(F)F)ccc2N2CCOCC2)ccc1OCC(=O)N1CCOCC1	-3.4%	8.4%	-1.4%	-11.0%	11.0%	-17.6%	-1.9%	6.9%	11.4%
COc1ccc(C)cc1NCC(=O)Nc1ccc(C(C)(C)C)cc1	0.8%	-8.1%	-10.8%	?	-6.5%	-18.2%	-13.9%	?	9.0%
Cc1c(C2N3CC4(C)CN2CC(C)(C3)C4=O)c2ccccc2n1C (stereo unspecified)	2.7%	.	-2.0%	-10.5%	-2.2%	?	-2.7%	?	22.2%
O=C(O)c1ccc(NC(=O)c2cccc(NC(=O)c3cccs3)c2)cc1	-8.8%	-23.6%	4.8%	-11.6%	-1.5%	.	4.3%	25.3%	-13.5%
CC(=O)c1c(Cl)nc2ccc(Br)cc2c1-c1ccccc1	-14.3%	-0.4%	11.3%	25.5%	-6.3%	-3.4%	18.5%	40.0%[activator]	-4.3%
CCN(C(=O)c1ccnc(C(C)(C)C)c1)c1ccccc1	i	3.1%	7.2%	-4.5%	0.3%	1.8%	19.4%[57.1 µM]	15.6%	14.3%
Cc1cc(-c2ccc3c(c2)COc2c4ccccc4nn2-3)on1	-13.4%	-2.7%	10.6%	?	-4.4%	2.2%	2.2%	50.8%[activator]	14.8%
CC(=O)c1cccc(N(CC(=O)NC2CCCCC2)C(=O)CCC(=O)Nc2nc(C)cs2)c1	-0.9%	1.3%	-2.0%	-9.3%	4.5%	-23.0%	4.8%	18.0%	4.0%
CCCCOC(=O)n1c(=S)oc2cc(Cl)ccc21	-1.0%	42.2%[activator]	-6.2%	-17.9%	19.0%	-2.1%[57.4 µM]	?	-9.8%	-25.3%
COc1ccc(-c2cc(C(=O)OCC(=O)NC3CC3)c3ccccc3n2)cc1OC	i	-13.3%	6.2%	15.9%	7.5%	?	6.5%[2.29 µM]	31.9%[57 µM]	4.7%
COc1ccc2ccc(OCC(=O)N3c4ccccc4NC(=O)CC3C)cc2c1 (stereo unspecified)	i	1.3%	2.7%	-6.8%	11.4%	?	-0.3%	49.8%[activator]	-16.5%
CCc1ccc(S(=O)(=O)N/N=C\c2ccc3c(c2)OCO3)cc1	-5.6%	7.0%	-6.6%	-12.4%	1.3%	?	11.8%	20.5%	4.8%
C/C(=N\NC(=O)C(N)=O)c1cccc(C(F)(F)F)c1	i	-11.1%	-0.3%	-7.4%[57.1 µM]	7.4%	7.0%	22.3%	26.2%	?
C/C(=N\OCC(=O)Nc1ccccc1C(=O)O)c1cccs1	-0.6%	3.9%	-10.2%	10.2%	2.3%	-7.1%	15.2%	49.9%[activator]	29.4%
COc1ccc(S(=O)(=O)N2CC=C(C(=O)Nc3ccc(NC(C)=O)cc3)CC2)cc1	i	-9.6%	-3.2%	-7.5%	0.7%	21.9%	21.8%[57.1 µM]	41.7%[activator]	-42.8%
CCCc1nc2ccccc2n1C(=S)SC	-6.4%	18.0%	-4.4%	?	6.6%	-16.3%	10.9%	-7.2%	12.7%
COC(=O)C(NC(=O)C(C)NC(=O)OCc1ccccc1)C(C)C (stereo unspecified)	10.3%	1.8%	-1.4%	-7.2%	-2.2%	48.7%[activator]	-5.6%[57.1 µM]	18.2%	11.4%
NC(=O)c1ccccc1NC(=O)CCCc1ccccc1	-3.5%	6.0%	-0.6%	-12.3%	-4.1%	0.0%	23.7%	16.8%	9.9%
CN(CCO)CCOCCOc1cccc2ccccc12	-1.9%	2.4%	0.0%	10µM*	-7.1%	4.4%	18.9%	?	25.5%
C=CCN(Cc1ccco1)S(=O)(=O)c1ccc(Cl)cc1	0.9%	1.1%	-1.3%	-15.8%	10.5%	?	-12.0%	23.9%	-3.2%
Cc1nn(-c2ccccc2)c(C)c1C(=O)OCC(=O)N(C)C1CCS(=O)(=O)C1 (stereo unspecified)	-2.1%	-1.6%	-11.2%	7.6%	6.1%	-0.9%	13.0%	73.3%[activator]	-3.3%[11.4 µM]
O=c1o[nH]c(-c2ccccc2)c1N=Nc1c(F)cccc1Cl	0.6%	15.4%	-0.3%	?	-18.2%	?	6.1%	-10.4%	20.2%
COc1cc(C2C(C#N)=C(C)NC3=C2C(=O)CC(C)(C)C3)ccc1OCCO (stereo unspecified)	i	10.5%	6.1%	-9.7%	6.9%	-7.4%	-15.1%	14.3%	19.5%
CCOc1c(C)cnc2c1c(=O)n(Cc1cccc(Cl)c1)c(=O)n2C	-1.4%	-4.2%	9.3%	59.0%[activator]	-26.6%	-11.9%	13.3%	116.0%[activator]	-2.5%
CCOc1ncccc1C(=O)OCC(=O)Nc1c(C)cccc1C	-4.1%	12.1%	-3.3%	-1.3%	5.4%	0.0%	24.8%	20.8%	-37.7%
Cc1ccc(NC(=O)Cn2c(C)cc(C)c(C#N)c2=O)cc1	5.4%	0.1%	0.6%	9.6%	0.0%	13.9%	5.1%[57.1 µM]	28.4%	13.5%
CCN(CC)C(=O)Cn1c(SCCOc2ccc(Cl)cc2)nc2ccccc21	-8.2%	1.8%	-1.3%	-28.8%	0.9%	0.0%	1.1%	9.1%	-17.1%
COC(=O)c1oc2ccccc2c1-n1cccc1	i	19.1%	1.5%	-15.4%	1.7%	-26.5%	-7.1%	18.0%	-22.6%
CC(C)CCNC(=O)CN1C(=O)CSc2ccc(S(=O)(=O)N3CCCCC3)cc21	-11.3%	6.9%	-2.8%	-27.8%	-4.9%	-17.4%	15.5%[57.1 µM]	16.3%	16.6%
COc1ccc(N(C(=O)CNC(=O)c2ccco2)C(C(=O)NC2CCCC2)c2ccncc2)cc1 (stereo unspecified)	-6.0%	-0.6%	-6.2%	-2.1%	-2.0%	?	8.8%[57.1 µM]	7.3%	0.5%
CC(=O)c1ccc(NC(=S)Nc2cccc3ccccc23)cc1	-6.1%	-11.6%	-1.9%	-21.3%	-9.6%	?	-27.9%	-6.7%	?
NC(=O)COC(=O)c1cccc(S(=O)(=O)N2CCN(c3ccc(F)cc3)CC2)c1	-9.7%	4.6%	-0.5%	-8.6%	-0.5%	-29.9%	4.5%[57.1 µM]	3.0%	-6.8%
Cc1cccc(-n2ncc3c2CCCC3NC(=O)Cc2c(C)noc2C)c1C (stereo unspecified)	i	-5.3%	2.6%	-5.4%	-10.6%	0.0%	16.6%	21.2%	-2.0%
CN(CC(=O)Nc1ccc(S(N)(=O)=O)cc1)c1ccccc1	-2.1%	34.7%[activator]	5.1%	-26.8%	0.0%	0.0%	-12.4%	18.7%	7.2%
Cn1c2c(c(=O)[nH]c1=O)C(c1cccc(O)c1)C1=C(N2)c2ccccc2C1=O (stereo unspecified)	-11.7%	9.2%	-4.4%	-34.0%	-3.5%	?	-17.6%	-13.3%	4.3%
Cc1ccc(-n2c3c(c(O)c(-c4ccccc4)c2=O)C(=O)CC(C)(C)C3)cc1	-0.3%	0.2%	2.3%	-14.8%	1.2%	-7.1%	2.0%	12.1%	-7.0%
O=C(Nc1cccc2nsnc12)c1ccc(-c2ccc(Br)cc2)o1	-0.1%	-3.5%	?	2.7%	9.4%	35.5µM*	?	15.1%	?
O=C(CN1C(=O)NC2(CCc3ccccc32)C1=O)c1ccc(F)c(F)c1 (stereo unspecified)	-4.0%	7.7%	7.5%	-14.2%	15.4%	-21.0%	3.7%	22.3%	8.2%
CC(NC(=O)COC(=O)c1cc(NS(=O)(=O)c2ccc(Cl)c([N+](=O)[O-])c2)ccc1O)C1CC2CCC1C2 (stereo unspecified)	-2.9%	12.8%	2.6%	?	.	-11.6%	-8.6%	-5.2%	-4.8%
CCCCNC(=O)CS(=O)Cc1nc(-c2cccs2)oc1C (stereo unspecified)	i	-4.0%	5.7%	-8.8%	7.4%	-3.5%	6.31µM*	34.7%	-52.9%
Cc1csc(NC(=O)c2ccncc2)n1	-0.6%	-28.5%	5.7%	-6.6%[11.4 µM]	-8.3%	-4.8%	20.7%	31.9%	5.7%[11.4 µM]

Screening results (PubChem)
